ARNT-TACC3 inh: disrupts binding between human ARNT and TACC3; Q9Y6A5; AlphaScreen His-ARNT PAS-B/GST-TACC3 binding, luminescence; TACC3 fragment carries E629A point mutation; inhibition, % at 9.99 µM; 390,000 compounds, 0.66% hits; AID 623870;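 active = mean inhibition of replicates at least 50% and at least half of replicates each reaching 50%; inconclusive = half or more replicates reach 50% but mean below 50%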;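 also: 0% = complete ARNT plus TACC3 wells and 100% = ARNT alone without TACC3; many hits fall short of the cut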
LGR2 antag: blocks bursicon-induced cAMP signaling via Drosophila LGR2; HEK293 LGR2, CRE-luciferase, bursicon-stimulated, 4 h; inhibition, % at 9.99 µM; AID 720647; 380,000 compounds, 0.35% hits;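 active = drop in luminescence signal, shown as inhibition above about 50% in the replicate tests, limit read from the data, passing the limit was not always enough; inconclusive = probably only some replicates passing the limit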;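 also: agonist challenge used bursicon conditioned medium at about half maximal strength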
PAX8 reporter: PAX8 transcriptional activity inhibition; RMG-I TPO-luciferase reporter, SteadyGlo, 24 h; 360,000 compounds, 1.2% hits; inhibition, % at 12.6 µM;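 active = mean replicate inhibition at least 60% with every replicate also reaching 60%; inconclusive = only one of the two criteria is met; inactive = mean below 60% and not all replicates reaching 60%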;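 also: luciferase light reporting Pax8 driven TPO promoter activity; plate controls were median of neutral control wells for no effect and mitoxantrone controls for full effect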
CASP6 VEID inh: caspase-6 (human) enzyme inhibition. P55212. purified caspase-6, Z-VEID-R110 cleavage fluorescence. inhibition, % at 12.5 µM. 350,000 compounds, 0.53% hits. AID 686996;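 active = mean inhibition across replicates at least about 35%, with every replicate also reaching that limit, limit read from the data; inconclusive = only one of the two criteria met; inactive = neither criterion met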;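 also: 0% = median of neutral control wells and 100% = no fluorescence left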
Target sequence (P55212 24-179 limits assumed): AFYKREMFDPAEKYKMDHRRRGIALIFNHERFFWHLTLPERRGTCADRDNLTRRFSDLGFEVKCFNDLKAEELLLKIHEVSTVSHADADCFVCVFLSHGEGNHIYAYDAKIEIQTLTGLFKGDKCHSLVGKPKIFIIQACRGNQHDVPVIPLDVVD
Target sequence (P55212 194-293 limits assumed): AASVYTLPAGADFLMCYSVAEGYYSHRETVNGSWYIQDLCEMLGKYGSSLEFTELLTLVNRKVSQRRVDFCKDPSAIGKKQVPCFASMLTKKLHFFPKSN
DENV2 CPE: inhibitors of DENV2 cytopathic effect | AID 651640 | 350,000 compounds, 1.7% hits | CPE inhibition, % at 9.99 µM | DENV2-infected cells, cytopathic effect rescue, plate reader; in the data active = CPE inhibition above about 20%, passing the limit was not always enough; inconclusive = no clear call, values can overlap the other calls; tested in BHK-21 cells;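 also: 0% = median of neutral control wells and 100% = median of positive control wells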
SIRT5 inh: sirtuin-5 (human) deacylase inhibition; 330,000 compounds, 1.1% hits; Purified SirT5, succinyl-peptide AMC, trypsin-coupled fluorescence; Q9NXA8; AID 652115; inhibition, % at 15 µM; in the data active = inhibition above about 15%; inconclusive = no clear call, values can overlap the other calls
Target sequence (Q9NXA8 whole entry, looked up): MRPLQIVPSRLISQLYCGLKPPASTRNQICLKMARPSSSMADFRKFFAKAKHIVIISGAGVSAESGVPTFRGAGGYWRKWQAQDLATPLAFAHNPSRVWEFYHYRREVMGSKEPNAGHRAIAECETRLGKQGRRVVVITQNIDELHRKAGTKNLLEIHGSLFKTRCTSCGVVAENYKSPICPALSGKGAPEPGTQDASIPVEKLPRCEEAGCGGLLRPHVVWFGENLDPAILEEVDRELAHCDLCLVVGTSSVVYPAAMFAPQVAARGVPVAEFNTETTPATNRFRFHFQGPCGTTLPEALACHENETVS
EWS-Fli inh: inhibitors of EWS/Fli oncoprotein transcriptional activity; A673 NR0B1-luciferase reporter, viability-normalised; inhibition, % at 12.6 µM; 350,000 compounds, 0.67% hits; AID 651661;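 active = mean inhibition of at least 50% after viability correction, with every replicate also passing that limit; inconclusive = mean reaches 50% but only one of two replicates passes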;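 also: firefly luciferase signal divided by Alamar Blue viability fluorescence both relative to DMSO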
Starred values were filed as active, the others as inactive; ? = inconclusive; nt = not tested or not shown.

SMILES | ARNT-TACC3 inh | LGR2 antag | PAX8 reporter | CASP6 VEID inh | DENV2 CPE | SIRT5 inh | EWS-Fli inh
C[C@H](CO)N1C[C@H](C)[C@H](CN(C)Cc2ccc(C(=O)Nc3ccccc3N)cc2)Oc2ccc(NS(C)(=O)=O)cc2C1=O | 4 | 17 | nt | -3 | 20 | 4 | 27
O=S(=O)(c1ccc(Cl)cc1)N(Cc1ccccn1)Cc1ccccn1 | 0 | 7 | -9 | -1 | 10 | 0 | -9
Cc1cccc(S(=O)(=O)N2C[C@H](O)COC[C@H]3O[C@@H](CC(=O)NCCCN4CCOCC4)CC[C@@H]32)c1 | -19 | -8 | -6 | 0 | -14 | 1 | -7
Cc1ccc(NC(=O)CN(C)C(=O)c2ccc(OCc3cn4ccccc4n3)cc2)cc1 | 11 | 2 | -21 | 1 | -9 | -5 | -21
Oc1[nH]c2ccc(Br)cc2c1N=NC(=S)N1CCOCC1 | 66* | -2 | 91* | -3 | -3 | -2 | 57*
COc1ccc(S(=O)(=O)N2CCOC2CNC(=O)C(=O)NCCCN2CCOCC2)cc1C (stereo not given) | -2 | 5 | 17 | -34 | 13 | 6 | -2
CN1C(=O)c2cc(NC(=O)Cc3cccs3)ccc2OC[C@H]2O[C@H](CC(=O)O)CC[C@@H]21 | 4 | 9 | -2 | -2 | -1 | -2 | -4
COC(=O)[C@@H]1C[C@H]2CC[C@H](O)C[C@H]2N1Cc1ccccc1OS(=O)(=O)c1ccc(C)cc1 | -4 | nt | -14 | -3 | ? | nt | -4
Cc1ccc(C)c(S(=O)(=O)N(C)c2ccc(OC(=O)C3CCN(C(=O)c4ccc(F)cc4)CC3)cc2)c1 | -5 | 4 | -7 | 2 | 3 | 4 | -21
CC(C)c1cccc(-c2ccc3c(c2)S(=O)(=O)c2cccc(C(=O)NC4CCCC4)c2C3=O)c1 | -5 | nt | 8 | 0 | nt | 0 | 2
COc1ccc(CNC(=O)CN(c2ccc(C(C)=O)cc2)S(=O)(=O)c2ccc(C)cc2)cc1OC | -6 | 3 | 0 | -2 | 0 | 1 | -7
CCOCCCNC(=O)NC12CC3CC(CC(C3)C1)C2 | -1 | 8 | nt | 1 | nt | -8 | 5
CCCC#Cc1ccc2c(c1)O[C@H](CN(C)Cc1ccccn1)[C@@H](C)CN([C@H](C)CO)S2(=O)=O | 6 | -3 | nt | -6 | -2 | 6 | 22
Clc1ccc(-c2csc(=Nc3cccnc3)n2CCCn2ccnc2)cc1Cl | 30 | nt | -1 | -8 | -1 | -2 | 8
CC(C)c1nc2c(c(=O)n(C)c(=O)n2C)n1C | nt | -13 | 1 | 1 | -1 | 1 | 4
CCCc1cc(=O)oc2cc(C)cc(OCC(=O)NCC(O)c3ccccc3)c12 (stereo not given) | 1 | 5 | -2 | -1 | -1 | -15 | -4
COC(=O)c1ccc(NS(=O)(=O)NC(=O)c2cn(C)c3ccccc23)cc1 | -3 | -7 | -21 | 0 | 14 | -1 | nt
CCCN(CC(=O)Nc1ccccc1C)C(=O)CCCc1c[nH]c2ccccc12 | -13 | 3 | 15 | 1 | 0 | -4 | 7
COc1ccc(NC(=O)c2sc3nc(N4CCOCC4)c4c(c3c2N)CC(C(C)C)OC4)c(OC)c1 (stereo not given) | nt | 7 | -10 | -1 | -5 | -4 | -11
CN(C)CC(=O)N1[C@@H](CO)[C@@H](c2ccccc2)C12CN(C(=O)c1cccc(F)c1)C2 | nt | 23 | nt | -6 | -17 | -2 | nt
C[C@H](CO)N1C[C@H](C)[C@@H](CN(C)Cc2ccccn2)Oc2cc(C#CC3CC3)ccc2S1(=O)=O | 6 | 26 | nt | 0 | -12 | 1 | 42
Cc1ccc(S(=O)(=O)Nc2ccc3c(c2)C(=O)N([C@@H](C)CO)C[C@@H](C)[C@H](CN(C)C(=O)c2ccncc2)OCCCC[C@H](C)O3)cc1 | -11 | 15 | -4 | nt | -5 | nt | 0
C[C@H](CO)N1C[C@H](C)[C@H](CN(C)Cc2ccc(C(=O)O)cc2)OCCCC[C@H](C)Oc2ccc(NS(=O)(=O)c3ccccc3)cc2C1=O | -6 | -6 | -20 | nt | nt | nt | -7
CCOc1ccc(N2CC(C(=O)Nc3nnc(Cc4ccccc4)s3)CC2=O)cc1 (stereo not given) | -8 | 6 | 2 | 5 | -5 | -12 | 1
CCOC(=O)N1CCN(C2=C(NS(=O)(=O)c3ccc(C)cc3)C(=O)c3ccccc3C2=O)CC1 | 17 | 25 | 44 | nt | -2 | 14 | 5
COc1c(C)cc(Br)cc1C(=O)Nc1ccc(Cc2ccncc2)cc1 | -7 | 25 | 11 | 7 | -5 | -1 | 0
CC(C)NC(=O)N(C)C[C@@H]1Oc2cc(C3=CCCCC3)ccc2S(=O)(=O)N([C@@H](C)CO)C[C@H]1C | 2 | -5 | nt | -1 | -1 | -2 | -1
COc1cc(-c2c(-c3cccc(C)c3)oc3ccccc23)cc(OC)c1OC | nt | -22 | -14 | -3 | 0 | -5 | -4
Cc1noc(C)c1S(=O)(=O)Nc1ccc2c(c1)CC(=O)N([C@H](C)CO)C[C@@H](C)[C@@H](CN(C)S(=O)(=O)c1c(C)noc1C)O2 | 9 | -7 | 2 | 1 | -3 | 1 | -7
CCC1=C(OC(=O)N(CC)CC)N2C(=O)OC(=NCCOC)[C@]2(Cc2ccccc2)[C@H]2C1=CC[C@H]1C(=O)N(CC(=O)OC)C(=O)[C@H]12 | -3 | 13 | 20 | 0 | 4 | -2 | 4

3 entries from above, sorted by the number in DENV2 CPE, rising.
mol	ARNT-TACC3 inh	LGR2 antag	CASP6 VEID inh	DENV2 CPE	SIRT5 inh
COc1c(C)cc(Br)cc1C(=O)Nc1ccc(Cc2ccncc2)cc1	-7	25	7	-5	-1
Cc1noc(C)c1S(=O)(=O)Nc1ccc2c(c1)CC(=O)N([C@H](C)CO)C[C@@H](C)[C@@H](CN(C)S(=O)(=O)c1c(C)noc1C)O2	9	-7	1	-3	1
CCC1=C(OC(=O)N(CC)CC)N2C(=O)OC(=NCCOC)[C@]2(Cc2ccccc2)[C@H]2C1=CC[C@H]1C(=O)N(CC(=O)OC)C(=O)[C@H]12	-3	13	0	4	-2

The results go on:
SMILES | ARNT-TACC3 inh | LGR2 antag | PAX8 reporter | CASP6 VEID inh | DENV2 CPE | SIRT5 inh | EWS-Fli inh
CC(C)NC(=O)C1(C)CCN1C/C=C/c1ccccc1 (stereo not given) | nt | 11 | -11 | 2 | 14 | -1 | 0
Cc1ccc(C(NC(=O)C2CCN(Cc3ccc(Oc4ccccc4)cc3)CC2)c2ccccn2)cc1 (stereo not given) | nt | -3 | 6 | -2 | 4 | nt | 15
CC(C)N(C(=O)Cn1cc(SCC(N)=O)c2ccccc21)C(C)C | 7 | 9 | 8 | 2 | 0 | -1 | 11
Cc1sc2nc(SCCN(C)C)n(-c3ccccc3)c(=O)c2c1-c1ccc(F)cc1 | nt | -16 | 15 | 1 | -3 | 2 | 20
O=c1cc(-c2ccccc2Cl)oc2c(NS(=O)(=O)c3cccs3)ccc(O)c12 | 1 | -20 | 0 | 3 | -5 | -1 | 2
CC(C)N(Cc1nnc(-c2ccc(Cl)cc2)o1)C(=O)C1=COCCO1 | -4 | 0 | 18 | 0 | ? | -1 | -1
CC(=O)Nc1ccc(NC(=O)c2ccc(C)c(S(=O)(=O)Nc3cccc(C)c3)c2)cc1 | 3 | -4 | 19 | 0 | -6 | -2 | 4
C=CCn1c(COc2ccccc2F)nnc1SCCN1C(=O)c2ccccc2C1=O | -1 | -4 | -3 | nt | nt | nt | nt
Cc1c(CN2CCN(c3ncc(Cc4ccccc4)cn3)CC2)c(=O)n(-c2ccccc2)n1C | nt | -3 | -14 | -3 | 4 | 1 | 5
COc1cccc(NC(=S)N2CCN(c3ccc([N+](=O)[O-])cc3)CC2)c1 | nt | nt | 9 | -4 | nt | -3 | 8

Two of the compounds above, as labelled records.
compound: CN(C)CC(=O)N1[C@@H](CO)[C@@H](c2ccccc2)C12CN(C(=O)c1cccc(F)c1)C2
  ARNT-TACC3 inh: nt; LGR2 antag: 23; PAX8 reporter: nt; CASP6 VEID inh: -6; DENV2 CPE: -17; SIRT5 inh: -2; EWS-Fli inh: nt

compound: C[C@H](CO)N1C[C@H](C)[C@@H](CN(C)Cc2ccccn2)Oc2cc(C#CC3CC3)ccc2S1(=O)=O
  ARNT-TACC3 inh: 6; LGR2 antag: 26; PAX8 reporter: nt; CASP6 VEID inh: 0; DENV2 CPE: -12; SIRT5 inh: 1; EWS-Fli inh: 42

The list continues.
SMILES | ARNT-TACC3 inh | LGR2 antag | PAX8 reporter | CASP6 VEID inh | DENV2 CPE | SIRT5 inh | EWS-Fli inh
CC(=O)Nc1ccc(-c2nc3ccccc3c(=O)o2)cc1 | 4 | 8 | 30 | -2 | -3 | 0 | -5
Cc1cc[n+](Cc2ccccc2)c(N)c1 | -13 | 14 | -14 | nt | nt | nt | -5
CCOc1cc(C(=O)O/N=C(\N)c2ccccn2)cc(OCC)c1OCC | -2 | -16 | -3 | 1 | 1 | 2 | -11
COc1ccc(NC(=O)C2CCN(c3ncnc4c3nc3n4CCCCC3)CC2)cc1Cl | 0 | -12 | 28 | 4 | 2 | -1 | 11
CCOC(=O)Cc1csc(NC(=O)CSc2nc(=O)[nH]c3c2CCC3)n1 | -5 | 39 | 15 | 3 | -10 | 1 | -6
CCC(=O)N1CCC2(CC1)CN(S(=O)(=O)c1ccccc1)[C@H](CO)c1[nH]c3cc(OC)ccc3c12 | nt | -15 | nt | 2 | -4 | 6 | 15
Oc1ccc(Br)cc1CNc1nccs1 | -8 | 8 | 13 | -3 | -4 | -6 | 14
CCN(CC)S(=O)(=O)c1ccc(C)c(NC(=O)CSc2nnnn2C)c1 | 0 | 5 | 1 | 0 | -6 | 0 | -3
CO[C@H]1CN(C)C(=O)c2ccc(NC(=O)Nc3cc(F)ccc3F)cc2OC[C@@H](C)N(C(=O)c2cnccn2)C[C@@H]1C | 1 | -16 | nt | 1 | -4 | 0 | -6
COc1cccc(OC)c1OCCN1CCN(C(c2ccccc2)c2ccccc2)CC1 | nt | 6 | 12 | 1 | ? | 2 | 12
Cc1ccccc1C(=O)Nc1ccc(S(=O)(=O)Nc2onc(C)c2C)cc1 | 0 | 24 | 7 | 0 | -2 | -2 | -42
O=C(OC1CC2CC1[C@H]1CCCCN1C2=O)N1CCCCC1 (stereo not given in full) | nt | 12 | -8 | -1 | -8 | -1 | -2
CCN(CCCC(=O)c1ccc(F)cc1)CCc1ccccc1 | -8 | -1 | -17 | 0 | 7 | 0 | -4
CCCSc1nnc(NC(=O)CSc2sc3c(O)cc(=O)[nH]c3c2C#N)s1 | -37 | 5 | 5 | 45* | 4 | 26* | nt
CC(C)c1ccc(/C=C/c2[nH]c(=O)[nH]c(=O)c2[N+](=O)[O-])cc1 | 0 | 3 | 7 | 8 | -6 | 9 | 36
C[C@@H]1CN([C@H](C)CO)C(=O)c2cc(/C=C/c3ccccc3)cnc2O[C@H]1CN(C)Cc1ccccc1 | 1 | 3 | nt | 1 | 4 | 0 | 10
O=C(Nc1ccccc1Sc1ccccc1)c1ccc(F)cc1 | -4 | -13 | 21 | nt | nt | nt | nt
COC(=O)c1ccc(CO/N=C/c2ccccc2OC)cc1 | 8 | -1 | 5 | 0 | -3 | -4 | -3
Cc1onc(-c2c(Cl)cccc2Cl)c1C(=O)N1C(C)CCCC1C (stereo not given) | nt | 6 | 0 | 2 | -6 | 2 | -2
Cc1ccc(-c2nn(-c3ccc(F)cc3)cc2C(=O)NCCCN2CCCC2=O)cc1 | -1 | -5 | 8 | 7 | 12 | -2 | -16
CC(C)(C)C(CCl)C(=O)NN=C(c1ccccc1)c1ccccc1 (stereo not given) | -6 | 8 | -19 | 7 | ? | 3 | -3

Compound activity: PubChem, Broad Institute
